AMA1 RON2 block = qHTS for Inhibitors of AMA1-RON; Towards Development of Antimalarial Drug Lead: Primary Screen | Plasmodium falciparum AMA1 (3D7) - RON2 peptide interaction | AlphaScreen AMA1-biotinylated RON2 peptide binding | Potency, µM (doses to about 58.2 µM), for inactives: top-dose activity change, negative = inhibition, usual class: inhibitors | 0.2% of 360,000 active | AID 720542, 2013;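 further: potency means the concentration at half of the fitted maximal effect; 0% = vehicle wells and -100% = peptide control; nearly all actives have a fitted effect of over 45% in size; some results filed as inactive show a strong effect at the top dose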
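AMA1 (3D7) with his tag at 25 nM final met compounds first, then biotinylated RON2 peptide at 25 nM; detection used donor plus acceptor beads, 10 µg/mL apiece, read by AlphaScreen after 30 min at room temperature.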
AmpC inh no detg = qHTS Inhibitors of AmpC Beta-Lactamase (assay without detergent); P00811; AmpC nitrocefin hydrolysis, absorbance 480 nm, 0.0001% Triton; Potency, µM (top dose mostly 57.1 µM), inactives show top-dose activity change, negative = inhibition, most hits filed as inhibitors; 0.52% of 330,000 active; AID 485341, 2010;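 further: potency means the concentration at half of the fitted maximal effect; plate controls were no compound for no effect and no enzyme for full effect; nearly all actives have a fitted effect of over 20% in size; some results filed as inactive show a strong effect at the top dose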
Target sequence (P00811 whole entry, looked up): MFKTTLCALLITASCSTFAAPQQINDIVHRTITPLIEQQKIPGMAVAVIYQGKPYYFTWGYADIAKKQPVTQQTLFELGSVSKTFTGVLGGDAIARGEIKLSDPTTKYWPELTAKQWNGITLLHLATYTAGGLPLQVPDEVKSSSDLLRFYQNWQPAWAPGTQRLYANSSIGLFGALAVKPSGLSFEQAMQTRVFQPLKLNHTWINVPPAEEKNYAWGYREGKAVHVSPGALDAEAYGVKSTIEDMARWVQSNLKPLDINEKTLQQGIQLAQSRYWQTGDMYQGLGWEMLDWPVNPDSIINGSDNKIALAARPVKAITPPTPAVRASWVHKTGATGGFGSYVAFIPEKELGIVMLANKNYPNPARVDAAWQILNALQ
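20 mM phosphate pH 7.0 + 0.01% (detergent screen) or 0.0001% Triton X-100; 5.3 nM AmpC reagent; cpd preinc 15 min RT; nitrocefin (800 uM stock) to start; A480 q20 s × 4 min; Activity was normalised to no-enzyme and no-compound control wells.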
FBPA Giardia inh = qHTS Assay for Inhibitors of Fructose-1,6-bisphosphate Aldolase from Giardia Lamblia; 0.71% of 290,000 active; Potency, µM (series often up to 59.6 µM), for the others: at the highest dose activity, negative = inhibition, hits mostly inhibitors; A8B2U2; purified Giardia FBPA; further: potency means the concentration at half of the fitted maximal effect; nearly all actives have a fitted effect of over 55% in size
Target sequence (A8B2U2 whole entry, looked up): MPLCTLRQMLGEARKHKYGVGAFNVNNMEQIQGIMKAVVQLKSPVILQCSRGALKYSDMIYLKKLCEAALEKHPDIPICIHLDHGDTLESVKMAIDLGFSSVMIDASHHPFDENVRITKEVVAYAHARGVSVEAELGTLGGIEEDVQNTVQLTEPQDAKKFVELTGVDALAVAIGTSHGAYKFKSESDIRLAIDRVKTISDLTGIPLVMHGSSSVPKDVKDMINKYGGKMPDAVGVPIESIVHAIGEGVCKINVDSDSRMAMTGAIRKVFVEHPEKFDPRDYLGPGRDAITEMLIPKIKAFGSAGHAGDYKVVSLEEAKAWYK
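Giardia FBPA (40 nM reagent) was preincubated 10 min at RT with compound (up to 57.5 uM final), then substrate plus GAPDH/TPI/NAD/arsenate coupling system with diaphorase/resazurin was added; resorufin fluorescence (525/598 nm) was read after 20 min.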
AmpC inh detg = qHTS Inhibitors of AmpC Beta-Lactamase (assay with detergent); P00811; AmpC hydrolysis of nitrocefin, absorbance 480 nm, 0.01% Triton; Potency, µM (titrated, usually from 114 µM), inactives show top-dose activity change, negative = inhibition, actives largely listed as inhibitors; 0.041% of 370,000 active; AID 485294, 2010;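 further: potency means the concentration at half of the fitted maximal effect; 0% = no-compound wells and -100% = no-enzyme wells; nearly all actives have a fitted effect of over 25% in size; some results filed as inactive show a strong effect at the top dose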
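20 mM phosphate pH 7.0 + 0.01% (detergent screen) or 0.0001% Triton X-100; 5.3 nM AmpC reagent; cpd preinc 15 min RT; nitrocefin (800 uM stock) to start; A480 q20 s × 4 min; Activity was normalised to no-enzyme and no-compound control wells.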
HCMV antiviral = qHTS Assay for inhibitors of the human cytomegalovirus (HCMV) | HFF cells, HCMV-luciferase reporter, 72 h; stronger effect = lower value | activity change, negative = inhibition, % at 57.5 µM | 4.5% of 410,000 active | AID 1259415, 2018; in the data active means activity change below about -60%; inconclusive means no clear call, values can overlap the other calls; inactive means above about -39%
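After 16 h attachment at 37C, HFF cells received test compound and HCMV-luciferase (1 PFU/cell); reporter luminescence read 72 h later, data normalized against buffer-only and known inhibitor Salinomycin.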
Sm TGR block = qHTS Assay for the Inhibitors of Schistosoma Mansoni Peroxiredoxins | Schistosoma mansoni thioredoxin glutathione reductase (TGR), Q962Y6 | purified TGR, DTNB reduction, TNB absorbance 405 nm | Potency, µM (top dose mostly 114 µM), inactives show at the top dose activity change, negative = inhibition, most hits filed as inhibitors | 3% of 360,000 active | AID 485364, 2010; further: potency means the concentration at half of the fitted maximal effect; nearly all actives have a fitted effect of over 60% in size
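Kinetic colorimetric format: TGR-catalysed, NADPH-driven DTNB reduction monitored via TNB absorbance. Enzyme dispensed at 20 nM; compound exposure 15 min at room temperature before reaction start.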
* marks the source's active call; other numbers are inactive results; [ ] = remark or other dose. Unless noted, the call rests on the fitted dose curve; in most records, active means well fitted curve in the direction sought with a large enough effect; inconclusive means small, poorly fitted or top-dose-only effect, or another doubt; inactive means no such curve, though single readings can be large; an effect the other way counts as inactive or inconclusive. Unless noted, on the % scale 0 is the no-effect control and ±100 the full control effect.

CS(=O)(=O)N(CC(=O)Nc1cccc(Br)c1)Cc1ccccc1 was read as AMA1 RON2 block -0.5%, AmpC inh no detg -20.2%, FBPA Giardia inh 8.8%, AmpC inh detg -17.4%, HCMV antiviral -15.1 and Sm TGR block -5.1%.
For Cc1nnc(SCC(=O)Nc2ccc(N3CCOCC3)cc2)n1-c1ccccc1 the results were AMA1 RON2 block -0.6%, AmpC inh no detg 1.2%, FBPA Giardia inh -0.6%, AmpC inh detg -0.1%, HCMV antiviral 26.7 and Sm TGR block 4.3%.
For COc1cc2c(cc1OC)C(/C(C#N)=N\O)=NC(C)(C)C2 the results were AMA1 RON2 block -6.3%, AmpC inh no detg -10.3%, FBPA Giardia inh inconclusive, AmpC inh detg 4.2%, HCMV antiviral 25.5 and Sm TGR block 2.5%.
`CCN(c1ccccc1)S(=O)(=O)c1ccc(C(=O)N2CC(C)CC(C)C2)cc1` (centres undefined) gave AMA1 RON2 block 0.6%, AmpC inh no detg 69.3%[activator], AmpC inh detg inconclusive, HCMV antiviral inconclusive and Sm TGR block 9.1%.
`COc1cc(Cl)c(NC(=O)CN(C)S(=O)(=O)c2ccc3[nH]c4c(c3c2)CCCC4)c(OC)c1` gave AmpC inh detg 20.5%, HCMV antiviral -38.8 and Sm TGR block 4.3%.
COc1ccc(N(CC(=O)Nc2cc(OC)ccc2OC)S(C)(=O)=O)cc1 was read as AMA1 RON2 block 8.8%, AmpC inh no detg 21.0%, FBPA Giardia inh -7.7%, AmpC inh detg 1.3%, HCMV antiviral 8.3 and Sm TGR block inconclusive.
`CCOC(=O)/C=C/C(=O)NNC(=O)c1ccccc1Cl` gave AMA1 RON2 block 97.1%[activator], AmpC inh no detg -5.7%, FBPA Giardia inh 4.5%, AmpC inh detg -0.7% and HCMV antiviral -12.2.
`COC(=O)Nc1ccc2c(c1)N(C(=O)CCN1CCOCC1)c1ccccc1S2` gave AMA1 RON2 block -9.9%, AmpC inh no detg 139.7%[activator], FBPA Giardia inh -7.5%, AmpC inh detg 8.6%, HCMV antiviral 21.1 and Sm TGR block -2.4%.
`CCC(C)n1c(O)c(C=NCCN2CCOCC2)c(=O)[nH]c1=S` (centres undefined) gave AMA1 RON2 block 44.5%[activator], AmpC inh no detg 4.6%, FBPA Giardia inh 0.9%, AmpC inh detg -0.8%, HCMV antiviral -1.1 and Sm TGR block -29.5%.
Screening O=C(CCCC(=O)c1ccccc1)Nc1ccc(O)cc1 returned AMA1 RON2 block 0.0%, AmpC inh no detg -26.9%, FBPA Giardia inh 18.0%, AmpC inh detg 4.4%, HCMV antiviral -8.5 and Sm TGR block -4.5%.
For O=C(COc1ccc2oc3c(c2c1)CCCC3)Nc1ccccn1 the results were AMA1 RON2 block 11.4%, AmpC inh no detg -38.6%, FBPA Giardia inh 6.7%, AmpC inh detg 3.0%, HCMV antiviral 101.4 and Sm TGR block 5.9%.
Screening CCOC(=O)C(=O)Nc1ccc(S(=O)(=O)N2CCOCC2)cc1OC returned AMA1 RON2 block -3.2%, AmpC inh no detg -11.9%, FBPA Giardia inh 0.8%, AmpC inh detg -10.2%, HCMV antiviral -20.2 and Sm TGR block 1.8%.
O=c1[nH]c(=S)n(C2CCCCC2)c(O)c1C=NCCN1CCOCC1 was read as AMA1 RON2 block 105.5%[activator], AmpC inh no detg 58.8%, FBPA Giardia inh -17.2%, AmpC inh detg -7.2%, HCMV antiviral 28.4 and Sm TGR block inconclusive.
`O=C(CSc1nc2cc(C(F)(F)F)ccc2n1Cc1ccccc1)NC1CCS(=O)(=O)C1` (centres undefined) gave AMA1 RON2 block 5.7%[2.32 µM], AmpC inh no detg 163.1%[activator], FBPA Giardia inh -0.2%, AmpC inh detg -0.2%, HCMV antiviral -18.4 and Sm TGR block 0.4%.
N/C(=N\OC(=O)c1ccncc1)c1cccc([N+](=O)[O-])c1 was read as AMA1 RON2 block -1.5%, AmpC inh no detg -8.2%, FBPA Giardia inh 5.5%, AmpC inh detg -12.2%, HCMV antiviral 116.3 and Sm TGR block 0.7%.
Screening Cn1c(N)c(C(=O)COC(=O)COc2cccc(Br)c2)c(=O)n(C)c1=O returned AMA1 RON2 block 6.5%, AmpC inh no detg -4.0% and HCMV antiviral -2.0.
For CC(=O)N1CCN(c2ccc([N+](=O)[O-])cc2C=C2C(=O)NC(=O)NC2=O)CC1 the results were AMA1 RON2 block -12.4%, AmpC inh no detg -14.9%, FBPA Giardia inh -11.1%, AmpC inh detg -8.2%, HCMV antiviral 18.3 and Sm TGR block inconclusive.
`CCc1cccc(NC(=O)CCc2nc(-c3cccs3)no2)c1` gave AMA1 RON2 block 13.8%, AmpC inh no detg -0.3%, FBPA Giardia inh -6.7%, AmpC inh detg inconclusive, HCMV antiviral 30.1 and Sm TGR block 4.2%.
For CC(=O)c1c(N2CCN(C(=O)C3CCCO3)CC2)nc(=S)n(-c2ccccc2)c1C (centres undefined) the results were AMA1 RON2 block -13.2%, AmpC inh no detg 0.6%, FBPA Giardia inh -12.9%, AmpC inh detg -5.3%, HCMV antiviral -15.1 and Sm TGR block 0.0%.
For Cc1ccc(OCC(=O)N2CCOCC2)c([N+](=O)[O-])n1 the results were AMA1 RON2 block -11.1%, AmpC inh no detg -2.2%, FBPA Giardia inh -2.3%, AmpC inh detg 0.3%, HCMV antiviral 0.0 and Sm TGR block 9.2%.
CC(C)Sc1nc2c(c(=O)[nH]c(=O)n2C)n1Cc1ccccc1 was read as AMA1 RON2 block -14.6%, AmpC inh no detg -5.3%, FBPA Giardia inh -4.4%, AmpC inh detg inconclusive, HCMV antiviral 19.3 and Sm TGR block -14.3%.
Cc1ccc(NC2=CC(=O)CC(c3ccco3)C2)c(N)c1 (centres undefined) was read as AMA1 RON2 block 70.3%[activator], AmpC inh no detg -0.7%, FBPA Giardia inh -7.1%, AmpC inh detg -9.5%, HCMV antiviral -3.0 and Sm TGR block 0.0%.
`CCOC(=O)C1CCN(c2c(NC3CCCc4ccccc43)c(=O)c2=O)CC1` (centres undefined) gave AMA1 RON2 block 12.9%, AmpC inh no detg -15.7%, FBPA Giardia inh 4.1%, AmpC inh detg inconclusive, HCMV antiviral -17.2 and Sm TGR block -12.3%.
For COc1ccc(NC(=O)c2ccccc2OCc2ccc(F)cc2)c(OC)c1 the results were AMA1 RON2 block -28.0%, AmpC inh no detg -22.1%, FBPA Giardia inh -2.6%, AmpC inh detg -12.1%, HCMV antiviral -7.1 and Sm TGR block -9.1%.
For Cc1c(C(=O)OCC(=O)Nc2ccc3c(c2)OCO3)cccc1[N+](=O)[O-] the results were AMA1 RON2 block -1.9%, AmpC inh no detg -25.8%, FBPA Giardia inh -4.8%, AmpC inh detg -1.1%, HCMV antiviral -7.4 and Sm TGR block -3.6%.
Screening N#CCCC12CCCCC1=Nc1ccccc12 (centres undefined) returned AMA1 RON2 block 0.5%, AmpC inh no detg 1.7%, FBPA Giardia inh 0.6%, AmpC inh detg 0.5%, HCMV antiviral -4.0 and Sm TGR block 15.0%[11.4 µM].
`CCOC(=O)c1c(NC(=S)NNS(=O)(=O)c2ccc(Br)cc2)sc2c1CCCCC2` gave AMA1 RON2 block 37.4%[activator], AmpC inh no detg 29.3%, AmpC inh detg -5.7%, HCMV antiviral -9.4 and Sm TGR block 0.0%.
`CNc1nc(SC)nc2ccccc12` gave AMA1 RON2 block -9.7%, AmpC inh no detg -1.3%, FBPA Giardia inh 1.8%, AmpC inh detg 3.3% and HCMV antiviral 29.0.
For CCN1CCN(CC(=O)N2CCCC(C(=O)c3ccc(Oc4ccccc4)cc3)C2)CC1 (centres undefined) the results were AMA1 RON2 block -18.5%, AmpC inh no detg 27.4%, FBPA Giardia inh -2.0%, AmpC inh detg 1.1%, HCMV antiviral 46.1 and Sm TGR block -13.7%.
For O=C(O)Cn1cc(C(=O)C2CC2)c2ccccc21 the results were AMA1 RON2 block 19.3%, AmpC inh no detg -15.0%, FBPA Giardia inh 9.0%, AmpC inh detg 0.3%, HCMV antiviral 20.5 and Sm TGR block -1.0%.
Cc1cc(C)nc(NS(=O)(=O)c2ccc(NC(=S)NC(=O)C(C)(C)C)cc2)n1 was read as AMA1 RON2 block -4.9%, AmpC inh no detg -32.8%, FBPA Giardia inh 0.5%, AmpC inh detg 1.0%, HCMV antiviral 16.8 and Sm TGR block inconclusive.
Screening CCc1ccc(-c2cc(C)no2)cc1S(=O)(=O)Nc1ccc(Cl)cc1 returned AmpC inh detg -3.5%, HCMV antiviral 0.0 and Sm TGR block 3.4%.
Screening COc1cc(N2C(=O)CC3(CCCC3)CC2=O)cc(OC)c1OC returned AMA1 RON2 block 26.0%, AmpC inh no detg -10.8%, FBPA Giardia inh 2.2%, AmpC inh detg 2.6%, HCMV antiviral -2.3 and Sm TGR block 0.5%.
`CC1CCN(c2nc3nonc3nc2Nc2ccc(F)cc2)CC1` gave AMA1 RON2 block -1.8%, AmpC inh no detg -24.9%, FBPA Giardia inh 0.1%, AmpC inh detg 1.1%, HCMV antiviral inconclusive and Sm TGR block -3.5%[57.1 µM].
Screening COc1ccc(CCNC(=O)COC(=O)C2CC2)cc1 returned AMA1 RON2 block -7.0%, AmpC inh no detg -5.6%, FBPA Giardia inh 6.2%, AmpC inh detg -7.8%, HCMV antiviral 22.5 and Sm TGR block 0.7%.
For C/C=C\C=C\C(=O)Nc1cccc(C2=NOC3(C2)C[C@H](C(N)=O)N(C(=O)c2ccccc2C(=O)c2ccccc2)C3)c1 (some centres undefined) the results were AMA1 RON2 block -5.2%, AmpC inh no detg 133.7%[activator], FBPA Giardia inh -14.0%, AmpC inh detg -6.1% and Sm TGR block 3.16µM*.
`O=C1C=C(c2cccc3c2sc2ccccc23)C[C@@H](c2ccc(F)cc2)C1` gave AMA1 RON2 block -5.9%, AmpC inh no detg -8.7%, AmpC inh detg 3.6%, HCMV antiviral -24.2 and Sm TGR block 5.4%.
Screening CCN(CC)C(=O)CSc1nc2ncccc2[nH]1 returned AMA1 RON2 block 4.7%, AmpC inh no detg -14.0%, FBPA Giardia inh -29.1%, AmpC inh detg 0.0%, HCMV antiviral 5.1 and Sm TGR block 0.1%.

Part of the list above in order of count of non-hydrogen atoms, largest number first:
`O=C(CSc1nc2cc(C(F)(F)F)ccc2n1Cc1ccccc1)NC1CCS(=O)(=O)C1` (centres undefined) gave AMA1 RON2 block 5.7%[2.32 µM], AmpC inh no detg 163.1%[activator], FBPA Giardia inh -0.2%, AmpC inh detg -0.2%, HCMV antiviral -18.4 and Sm TGR block 0.4%.
Cc1cc(C)nc(NS(=O)(=O)c2ccc(NC(=S)NC(=O)C(C)(C)C)cc2)n1 was read as AMA1 RON2 block -4.9%, AmpC inh no detg -32.8%, FBPA Giardia inh 0.5%, AmpC inh detg 1.0%, HCMV antiviral 16.8 and Sm TGR block inconclusive.
Screening CCc1ccc(-c2cc(C)no2)cc1S(=O)(=O)Nc1ccc(Cl)cc1 returned AmpC inh detg -3.5%, HCMV antiviral 0.0 and Sm TGR block 3.4%.
